HCV core dimer: blocks dimerization of HCV core protein; TR-FRET GST/Flag-core106 dimerization, 1536-well; inhibition, % at 5 µM; 0.33% of 300,000 active; AID 1899;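 active means inhibition above the mean of all tested compounds plus 3 SD, set per screening campaign, cut at about 45% in these data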
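Material: Tagged HCV core106 pair (GST and Flag) | Amount: GST-core106 13.5 nM, Flag-core106 17 nM | Medium: KF-containing HEPES buffer, pH 7.45, DTT, CHAPS, BSA | Reagent: Eu donor and XL665 acceptor anti-tag antibodies | Schedule: 4 h at 22.5 °C | Technique: Time-resolved FRET, ex 340 nm, em 617 and 671 nm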
JMJD2C inh: inhibitors of human GASC-1 (JMJD2C) demethylase; AID 2099; GST-JMJD2C(1-420) H3K9me3 demethylation, DELFIA europium; inhibition, % at 2.35 µM; 0.069% of 330,000 active;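 active means more than half of a compound's replicate wells show inhibition beyond 50%, single wells judged on their own value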;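 further: signal counts dimethyl H3K9 product captured on neutravidin plate; 0% = median of DMSO wells and 100% = 0.3 times that DMSO median; strong numbers were not always called active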
Target sequence (Q9H3R0 1-420 limits assumed): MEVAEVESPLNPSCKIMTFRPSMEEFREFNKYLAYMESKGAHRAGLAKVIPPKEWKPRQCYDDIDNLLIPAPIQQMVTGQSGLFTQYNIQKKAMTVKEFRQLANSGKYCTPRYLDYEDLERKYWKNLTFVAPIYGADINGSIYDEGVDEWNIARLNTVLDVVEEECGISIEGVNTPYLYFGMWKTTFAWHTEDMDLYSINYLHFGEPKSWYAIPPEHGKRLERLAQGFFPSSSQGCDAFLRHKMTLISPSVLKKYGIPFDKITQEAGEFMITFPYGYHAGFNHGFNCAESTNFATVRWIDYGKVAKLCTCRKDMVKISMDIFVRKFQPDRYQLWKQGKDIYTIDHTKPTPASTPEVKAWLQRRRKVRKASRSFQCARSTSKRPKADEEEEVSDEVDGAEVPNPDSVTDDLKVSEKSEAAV
Fh CTSL1 inh: blocks F. hepatica cathepsin L1 in PFM18AAP counter-screen; inhibition, % at 5.96 µM; 0.49% of 300,000 active; recombinant F. hepatica cathepsin L1, Z-Leu-Arg-MCA fluorescence;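 active means inhibition above the mean of all tested compounds plus 3 SD, set per screening campaign, cut at about 17% in these data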;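 further: 0% = plate median of test compound wells and 100% = 1 µM Z-Phe-Ala-diazomethylketone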
PP1 counter: counter-screen for PP5 inhibitors: inhibitors of human PP1-alpha. purified PP1alpha, OMFP fluorescence. P62136. inhibition, % at 6.7 µM. 0.9% of 320,000 active;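 active means inhibition above the mean inhibition of all tested compounds plus 3 SD, computed separately for each screening campaign, cut at about 15% in these data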
Target sequence (P62136 whole entry, looked up): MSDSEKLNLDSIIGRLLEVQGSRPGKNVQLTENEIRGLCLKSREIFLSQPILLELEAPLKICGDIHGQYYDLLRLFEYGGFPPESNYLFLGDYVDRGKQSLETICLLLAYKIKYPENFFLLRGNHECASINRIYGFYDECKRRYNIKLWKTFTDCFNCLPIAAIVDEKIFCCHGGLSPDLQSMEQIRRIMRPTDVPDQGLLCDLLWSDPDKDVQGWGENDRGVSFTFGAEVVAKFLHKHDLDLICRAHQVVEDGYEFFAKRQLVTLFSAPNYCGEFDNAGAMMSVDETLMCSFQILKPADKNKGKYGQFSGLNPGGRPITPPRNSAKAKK
PP5 inh: PP5 (human) phosphatase inhibition; purified PP5c, OMFP substrate fluorescence; 0.18% of 320,000 active; inhibition, % at 6.7 µM; P53041;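 active means inhibition above the campaign's mean inhibition across all tested compounds plus 3 SD, cut at about 9.5% in these data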;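 further: 0% = DMSO only and 100% = 100 µM cantharidin control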
VLA-4 inh: inhibition in a human VLA-4 binding assay | P13612 | VLA-4 expressing cells, ligand binding flow cytometry | inhibition, % (about 7 µM as worked out from the volumes in the protocol) | 0.2% of 330,000 active | AID 2557; in the data active means inhibition above about 50%
proCasp7 act: activates human procaspase-7, counter-screen for procaspase-3 activators; 0.093% of 330,000 active; activation, % at 8.5 µM; P55210; recombinant procaspase-7, Ac-DEVD-pNA absorbance 405 nm; D23A/D198A/D206A triple mutant, cannot self-cleave; scale: DMSO 0, 5 µM enzyme 100;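 active means percent activation above the screen-wide mean plus 3 SD, cut at about 25% in these data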
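Assay system – Uncleavable procaspase-7 mutant enzyme · Quantity – 2 µM procaspase-7 mutant as dispensed · Times – 1 h preincubation, 2 h reaction · Dosing – single nominal 8.5 µM compound dose, 0.8% DMSO final · Buffer or medium – Zinc-free 50 mM HEPES buffer, pH 7.4, with NaCl and Triton X-100 · Detection – Epi-absorbance of released pNA at 405 nm, two timepoints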
GRK2 inh: blocks RNA aptamer binding to human GRK2. inhibition of aptamer binding, % at 10 µM. 0.59% of 330,000 active. bead flow cytometry, FAM-aptamer displacement from GRK2;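 active means inhibition of aptamer binding above 40%, roughly 3 SD of noise, on plates passing a quality check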;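 further: median bead fluorescence of bound FAM aptamer so fluorescent compounds give negative values; no value below 0 was filed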
proCasp3 act: activates human procaspase-3; 0.11% of 330,000 active; AID 463141; activation, % at 8.5 µM; recombinant procaspase-3 D3A, Ac-DEVD-pNA absorbance 405 nm; P42574;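 active means activation above the mean of all tested compounds plus 3 SD, cut at about 21% in these data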;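 further: 0% = DMSO alone and 100% = DMSO wells spiked with extra 5 µM PC-3 D3A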
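Evaluation: percent activation relative to control range; Material: Procaspase-3 D3A mutant, all three cleavage aspartates alanine; Compound: single dose, 8.5 µM nominal compound, 0.8% DMSO; Replication: one well per compound; Signal: absorbance at 405 nm, 0 and 120 min; Schedule: 1 h preincubation plus 2 h reaction at 25 °C.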
* = called active by the depositor; . = not tested or not shown.

Field names – A = HCV core dimer; B = JMJD2C inh; C = Fh CTSL1 inh; D = PP1 counter; E = PP5 inh; F = VLA-4 inh; G = proCasp7 act; H = GRK2 inh; I = proCasp3 act
> C=CC[C@H](CC(=O)N(CCO)Cc1ccccc1)C(=O)NC[C@H](OC(=O)[C@@H](CC=C)CC(=O)OC(C)(C)C)c1ccccc1
  A: .; B: 1; C: .; D: .; E: .; F: 4; G: 10; H: 0; I: 6
> CCN(CC)S(=O)(=O)c1cccc(-c2nnc(SCc3ncc(-c4ccccc4)o3)n2C)c1
  A: 10; B: 19; C: -3; D: -2; E: 2.7; F: -3; G: 1; H: 0; I: 0
> COc1ccc(-c2cc(C(F)(F)F)nc(SCC(=O)N3CCOCC3)n2)cc1OC
  A: 3; B: -7; C: 15; D: 0; E: -0.7; F: -2; G: 4; H: 1; I: -7
> COc1ccc(-c2csc(-c3ccccc3)n2)c(OC)c1
  A: 15; B: 6; C: -4; D: 0; E: 0.6; F: 15; G: 6; H: 0; I: -4
> COc1ccc(S(=O)(=O)NCc2csc(C)n2)cc1OC
  A: -13; B: -4; C: -3; D: 0; E: 1.3; F: -6; G: 0; H: 3; I: 3
> Cc1nn(CC(=O)NCCN2CCCCC2C)c(=O)c2cc(-c3ccccc3)nn12 (configuration not stated)
  A: 5; B: -10; C: -1; D: -6; E: -2.2; F: -113; G: -4; H: 0; I: -4
> COc1ccccc1C(=O)OCC(=O)Nc1ccc(Cl)cn1
  A: 3; B: -17; C: -10; D: -1; E: 0.6; F: 3; G: -2; H: 0; I: 7
> O=c1[nH]c2ccc(NC(=S)Nc3ccc(F)cc3)cc2[nH]1
  A: -2; B: -2; C: -1; D: -4; E: 1.8; F: 4; G: -15; H: 0; I: -12
> CCS(=O)(=O)c1cc([N+](=O)[O-])c(Sc2ccccc2NC(C)=O)s1
  A: 2; B: 56; C: -4; D: -4; E: 1.4; F: -1; G: -33; H: 1; I: -27
> CCOC(=O)c1c(NC(=O)CN(CC)CC)sc2c1CCC2
  A: 1; B: 2; C: 3; D: 0; E: 4.3; F: 17; G: 5; H: 3; I: -6

Carrying on.
Every second line gives: HCV core dimer | JMJD2C inh | Fh CTSL1 inh | PP1 counter | PP5 inh | VLA-4 inh | proCasp7 act | GRK2 inh | proCasp3 act
- CN(Cc1ccccn1)C(=O)C1CCC(=O)N(Cc2cccc(C(F)(F)F)c2)C1 (configuration not stated)
    -5 | -28 | 5 | -1 | 0.5 | 3 | -1 | 2 | -2
- CC1=C(C(=O)Nc2ccccc2)C(c2cc(CN3CCOCC3)cs2)C2=C(CCCC2=O)N1 (configuration not stated)
    1 | 4 | 0 | 1 | 0.0 | 0 | 5 | 1 | -4
- COCCNC(=O)Cc1ccc(F)cc1
    -20 | -4 | 8 | 1 | -6.3 | 8 | 6 | 0 | 2
- COc1ccc(C(C)NC(=O)c2ccccc2Br)cc1OC (configuration not stated)
    -4 | 18 | 0 | -3 | -0.3 | 15 | -9 | 0 | 6
- COc1ccc(NC(=O)CN(C)CC(=O)Nc2ccccc2SC)cc1Cl
    7 | -3 | 4 | 0 | -1.9 | 4 | 11 | 0 | 2
- O=C(O)c1ccc(CNc2ccccc2C(=O)O)cc1
    -8 | -10 | -1 | -2 | 0.8 | 0 | -4 | 9 | -6
- COc1ccc(S(=O)(=O)Nc2cc(C)on2)cc1OC
    -2 | 4 | -3 | -1 | 0.4 | 6 | -10 | 1 | -1
- Cc1ccc(NC(=O)c2nc(S(=O)(=O)Cc3ccccc3C)ncc2Cl)cc1C
    -2 | 19 | -3 | 3 | 0.5 | 7 | -8 | 0 | -11
- NS(=O)(=O)c1cc(C(=O)OCCNC(=O)c2ccccc2)c(Cl)cc1Cl
    2 | -23 | -4 | -3 | -1.6 | -3 | 0 | 2 | 4
- CC(=O)c1cccc(NC(=O)C(C)OC(=O)CCN=C2NS(=O)(=O)c3ccccc32)c1 (configuration not stated)
    0 | 35 | 1 | -2 | 1.5 | 0 | 0 | 0 | 1
- CC(C)(C)NC(=O)COC(=O)c1ccc(NC(=O)CC#N)cc1
    1 | -6 | 0 | -6 | 4.5 | 7 | -1 | 0 | 2
- O=C(NCc1ccccc1)C1=C[C@@H](c2ccc(Br)cc2)C[C@@H](OCc2ccc(CO)cc2)O1
    11 | 2 | -1 | 2 | 3.8 | -1 | 2 | 0 | 5
- CC(Oc1ccc(-c2ccccc2)c(F)c1)c1ccn(S(=O)(=O)c2ccc(Br)cc2)n1 (configuration not stated)
    -1 | 3 | -2 | 3 | 1.6 | 10 | 6 | 0 | 1
- COc1ccc(CCN(Cc2nc3ccccc3c(=O)[nH]2)C(=O)c2ccco2)cc1
    8 | -40 | 9 | -3 | -6.6 | -8 | 1 | 0 | -2
- COc1ccc2nc(NNC(=O)COc3ccccc3)sc2c1
    -1 | 19 | -1 | -3 | 0.2 | 28 | -5 | 5 | 8
- O=[N+]([O-])c1cccc(-c2nnn(C34CC5CC(CC(C5)C3)C4)n2)c1
    -4 | 32 | -1 | -3 | 0.9 | 24 | 6 | 0 | 2
- COc1cc(NC(=O)Cn2cnc(S(=O)(=O)N3CCCCC3)c2)cc(OC)c1OC
    -7 | 1 | -5 | 1 | 2.2 | -1 | 5 | 4 | 3
- C[C@@H]1CN([C@H](C)CO)C(=O)c2cccc(NC(=O)Nc3ccc(C(F)(F)F)cc3)c2O[C@H]1CN(C)S(=O)(=O)c1cccs1
    . | . | . | . | . | 4 | 9 | 2 | 3

Part of the list above, reduced to GRK2 inh, proCasp3 act and PP5 inh.
mol	GRK2 inh	proCasp3 act	PP5 inh
CC(Oc1ccc(-c2ccccc2)c(F)c1)c1ccn(S(=O)(=O)c2ccc(Br)cc2)n1 (configuration not stated)	0	1	1.6
CN(Cc1ccccn1)C(=O)C1CCC(=O)N(Cc2cccc(C(F)(F)F)c2)C1 (configuration not stated)	2	-2	0.5

6 records drawn at random from the list so far:
Every second line gives: HCV core dimer | JMJD2C inh | Fh CTSL1 inh | PP1 counter | PP5 inh | VLA-4 inh | proCasp7 act | GRK2 inh | proCasp3 act
- CN(Cc1ccccn1)C(=O)C1CCC(=O)N(Cc2cccc(C(F)(F)F)c2)C1 (configuration not stated)
    -5 | -28 | 5 | -1 | 0.5 | 3 | -1 | 2 | -2
- C=CC[C@H](CC(=O)N(CCO)Cc1ccccc1)C(=O)NC[C@H](OC(=O)[C@@H](CC=C)CC(=O)OC(C)(C)C)c1ccccc1
    . | 1 | . | . | . | 4 | 10 | 0 | 6
- COc1ccc(-c2cc(C(F)(F)F)nc(SCC(=O)N3CCOCC3)n2)cc1OC
    3 | -7 | 15 | 0 | -0.7 | -2 | 4 | 1 | -7
- CCOC(=O)c1c(NC(=O)CN(CC)CC)sc2c1CCC2
    1 | 2 | 3 | 0 | 4.3 | 17 | 5 | 3 | -6
- COc1ccc(NC(=O)CN(C)CC(=O)Nc2ccccc2SC)cc1Cl
    7 | -3 | 4 | 0 | -1.9 | 4 | 11 | 0 | 2
- CC(C)(C)NC(=O)COC(=O)c1ccc(NC(=O)CC#N)cc1
    1 | -6 | 0 | -6 | 4.5 | 7 | -1 | 0 | 2

Screening results from PubChem BioAssay.
